UHRF1 MBD2 ctr = UHRF1 methylated DNA binding inhibitors, primary screen, counter-screen for MBD2 inhibitor project, biochemical, TR-FRET, human UHRF1, single concentration; E3 ubiquitin-protein ligase UHRF1 (Homo sapiens), Q96T88; UHRF1 binding to methylated oligo; inhibition, % at 4.4 µM; actives 0.75% (n = 370,000); in the data active = inhibition above about 21%;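 also: UHRF1 SRA domain binding a hemimethylated CpG hairpin DNA probe; 0% = median of test compound wells and 100% = reference inhibitor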
ARFGAP1 inhibitor = inhibitors of rat ARFGAP1 GAP activity, primary screen, biochemical, fluorescence polarization, GDP tracer. AID 651572, 2012. Arfgap1-stimulated ARF1 GTP hydrolysis, GDP FP detection. actives 0.26% (n = 360,000). inhibition, % at 16.5 µM;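 active = inhibition above a per-plate limit, mean inhibition of low control wells plus 3 SD, cut at about 25% in these data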;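 also: 0% = DMSO wells with enzyme and 100% = wells lacking Arfgap1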
Target sequence (Q62848 1-136 limits assumed): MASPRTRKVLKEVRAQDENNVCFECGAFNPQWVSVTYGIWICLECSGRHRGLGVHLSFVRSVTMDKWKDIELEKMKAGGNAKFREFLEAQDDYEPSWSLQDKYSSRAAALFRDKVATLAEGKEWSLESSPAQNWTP
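system = rat Arfgap1 catalytic domain, aa 1-136 | technique = FP, GDP Alexa 633 tracer displaced from anti-GDP antibody, 620/688 nm | compound = one concentration, 16.5 µM, DMSO 1.26% | medium = HEPES-based buffer, pH 7.5 | timing = compound-enzyme preincubation 20 min, reaction 120 min, detection 60 min, 25 °C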
Tn6 DDE FP = inhibitors of Tn6 peptide binding to fibrin DD(E), primary screen, biochemical, fluorescence polarization, human fibrin, Tn6 probe. AID 720509, 2013. Fibrin DD(E) TRITC-Tn6 fluorescence polarization displacement. Fibrinogen beta chain (Homo sapiens), P02675. inhibition, % at 8.3 µM. actives 0.21% (n = 370,000);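 active = inhibition above a per-campaign cutoff: mean of compounds within control limits plus 3 SD, cut at about 15% in these data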;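 also: 0% = median of all compound wells on the plate and 100% = blocking peptide control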
Target sequence (P02675 whole entry, looked up): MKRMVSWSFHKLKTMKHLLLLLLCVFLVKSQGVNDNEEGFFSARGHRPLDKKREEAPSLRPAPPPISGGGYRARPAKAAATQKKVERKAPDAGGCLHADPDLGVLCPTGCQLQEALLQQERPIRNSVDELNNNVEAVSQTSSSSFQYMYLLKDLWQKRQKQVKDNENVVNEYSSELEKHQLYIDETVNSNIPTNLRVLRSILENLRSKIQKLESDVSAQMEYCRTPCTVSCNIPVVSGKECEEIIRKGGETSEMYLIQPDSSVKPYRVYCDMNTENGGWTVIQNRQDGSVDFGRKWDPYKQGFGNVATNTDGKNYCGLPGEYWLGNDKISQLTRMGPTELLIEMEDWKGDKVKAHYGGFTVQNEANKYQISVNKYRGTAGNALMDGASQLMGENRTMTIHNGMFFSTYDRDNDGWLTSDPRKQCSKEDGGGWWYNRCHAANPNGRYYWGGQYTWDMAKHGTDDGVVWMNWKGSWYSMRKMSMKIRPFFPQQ
MBD2 DNA inh = inhibitors of MBD2 binding to methylated DNA, primary screen, biochemical, TR-FRET, DNA-binding domain, human | inhibition, % at 4.4 µM | MBD2 binding to methylated oligonucleotide | Methyl-CpG-binding domain protein 2 (Homo sapiens), Q9UBB5 | AID 686964, 2013 | actives 0.31% (n = 370,000); in the data active = inhibition above about 13%
Target sequence (Q9UBB5 whole entry, looked up, the tested form may be a part): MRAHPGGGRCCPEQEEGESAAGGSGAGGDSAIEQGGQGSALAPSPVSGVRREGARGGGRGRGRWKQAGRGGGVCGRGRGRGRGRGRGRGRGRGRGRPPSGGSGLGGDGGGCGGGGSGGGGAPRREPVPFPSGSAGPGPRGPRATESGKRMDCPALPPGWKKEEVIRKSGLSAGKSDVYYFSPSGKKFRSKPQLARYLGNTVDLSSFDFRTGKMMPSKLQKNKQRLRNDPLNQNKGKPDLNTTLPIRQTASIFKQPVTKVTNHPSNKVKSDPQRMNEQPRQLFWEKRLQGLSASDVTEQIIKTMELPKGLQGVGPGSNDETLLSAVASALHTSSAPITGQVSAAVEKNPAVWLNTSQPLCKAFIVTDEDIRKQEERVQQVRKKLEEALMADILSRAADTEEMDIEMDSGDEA
proKLK7 act = proKLK7 zymogen activators, primary screen, biochemical, fluorescence intensity. Kallikrein-7 (Homo sapiens), P49862. purified proKLK7, EDANS-DABCYL substrate fluorescence; 100% is mature enzyme control, 0% vehicle. activation, % at 7 µM. actives 0.9% (n = 370,000). AID 652039, 2013;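 active = activation above the mean of all tested compounds plus 3 SD, computed per campaign excluding outliers beyond control limits, cut at about 13% in these data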
PLCb3 inh = human PLC-beta3 inhibitors, primary screen, biochemical, fluorescence. Purified PLC-beta3, fluorogenic substrate. inhibition, % at 12.2 µM. actives 0.18% (n = 370,000). AID 720704, 2013; in the data active = inhibition above about 11%;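 also: 0% = median of compound wells on plate and 100% = full blocker control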
PLC-gamma1 inh = PLC-gamma1 enzyme inhibitors, primary screen, biochemical, fluorescence, purified enzyme; 1-phosphatidylinositol 4,5-bisphosphate phosphodiesterase gamma-1 (Homo sapiens), P19174; fluorogenic substrate; inhibition, % at 12.2 µM; actives 0.84% (n = 370,000); AID 720700, 2013; in the data active = inhibition above about 9.5%
ADAM17 inh = ADAM17 inhibitors, primary screen, biochemical, QFRET. Disintegrin and metalloproteinase domain-containing protein 17 (Homo sapiens), P78536. recombinant ADAM17, EDANS/DABCYL FRET peptide cleavage. inhibition, % at 6.95 µM. actives 0.83% (n = 370,000). AID 720648, 2013;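 active = inhibition above the mean of compounds lying between control limits plus 3 SD, set per campaign, cut at about 8.5% in these data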;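 also: 0% = DMSO-only wells as the low control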
ASAP1 GAP inh = inhibitors of human ASAP1 ArfGAP activity, primary screen, biochemical, fluorescence polarization; Arf-GAP with SH3 domain, ANK repeat and PH domain-containing protein 1 (Homo sapiens), …; ASAP1-stimulated ARF1 GTP hydrolysis, GDP FP detection; inhibition, % at 16.5 µM; actives 0.19% (n = 360,000); in the data active = inhibition above about 25%;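 also: 0% = vehicle with enzyme and substrate and 100% = no enzyme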
Tn7 DDE FP = inhibitors of Tn7 peptide binding to fibrin DD(E), primary screen, biochemical, fluorescence polarization, human fibrin, Tn7 probe; Fibrinogen beta chain (Homo sapiens), P02675; FP displacement of FITC-Tn7 peptide from fibrin DD(E); 0% = median of compound wells per plate; inhibition, % at 8.3 µM; actives 0.13% (n = 370,000);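 active = inhibition above the mean of compounds falling within the control limits plus 3 SD of them, cut at about 14% in these data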;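 also: 0% = plate median of compound wells and 100% = 10 µM Aha-Tn7 peptide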
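Measure: % inhibition scaled between sample-field median and high-control FP; Test system: human fibrin DD(E); Quantity: 2 µM final DD(E) protein; Doses: one dose, 8.3 µM nominal; Schedule: compound with protein 10 min, then 3 h after probe, room temperature; Detection: fluorescence polarization; Medium: Tris buffer with calcium and detergent, pH 7.8.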
* marks the source's active call; other numbers are inactive results; i = inactive; / = not tested or not shown.

Values run as follows: UHRF1 MBD2 ctr, ARFGAP1 inhibitor, Tn6 DDE FP, MBD2 DNA inh, proKLK7 act, PLCb3 inh, PLC-gamma1 inh, ADAM17 inh, ASAP1 GAP inh, Tn7 DDE FP
CC(CN1CCCCC1)OC(=O)c1cccc(F)c1 (configuration not stated)
→ 0, -4, -7, -3, -0.1, -5, -2, 5, 1, -12
O=C1NCC(COc2ccc([N+](=O)[O-])cc2)O1 (configuration not stated)
→ -1, -7, -2, -9, 0.1, -5, 2, 3, -2, -2
Nc1ncnc(N)c1NC(=O)c1cc(Cl)c(OCc2ccccc2)c(Cl)c1
→ -1, -6, 0, -3, 0.3, 1, 2, -2, 0, 4
CC1CCN(CCCNC(=O)C2CC(=O)N(CCc3ccccc3)C2)CC1 (configuration not stated)
→ 3, -3, -9, -2, -0.7, 1, -2, -2, -16, -1
Cc1c(Cl)cnc(NC(=O)CSc2nncs2)c1Cl
→ -3, -11, 2, -2, -0.9, -3, -1, 1, 13, -6
O=C(Oc1ccc2ccc(=O)oc2c1)c1ccco1
→ 1, 9, 1, 0, 180*, i, i, i, 9, 9
Cc1ccc2cc3cc(C(=O)NCCC(C)C)oc3nc2c1
→ -1, 2, -7, 1, -2.7, -41, -39, -72, 6, -7
O=C1CCCc2c1[nH]c1ccccc21
→ 2, 3, 2, 1, 0.0, -9, -3, -4, 8, -1
Cc1cc(=O)n2[nH]c(Nc3cccc(Cl)c3)nc2n1
→ 0, 3, -4, 0, -0.1, -7, -1, -2, -2, 3
CCOc1ccccc1C(c1c(O)nc(SC)[nH]c1=O)c1c(O)nc(SC)[nH]c1=O
→ 1, 3, 1, 6, 0.6, -5, -1, -4, -2, 0
CCOC(=O)N1CCC2CC1c1cc(-c3cccc(OC)c3)ccc12 (configuration not stated)
→ 0, 8, -5, -8, 1.0, 0, 4, 3, -4, -1
Cc1ccc(-n2c(C)nc3c(cnn3-c3ccc(F)cc3)c2=O)cc1C
→ -1, -3, 2, -8, -0.1, 3, 5, -4, -15, 3
CCOc1ccc(NC(=O)N2CC(C)OC(C)C2)cc1 (configuration not stated)
→ 0, 6, 4, 1, -0.1, 0, 4, 1, -1, 1
CN(C)S(=O)(=O)c1cccc(COC(=O)CCNC(=O)c2ccc([N+](=O)[O-])cc2)c1
→ -1, -3, -4, 2, -0.4, 3, 3, 0, 10, -2
c1ccc(C[n+]2c(-c3ccccc3)csc2Nc2ccccc2)cc1
→ -3, 4, 0, 0, -0.3, -1, -2, -3, 11, 10
CCCCN(C(=O)CNC(=O)c1cccs1)C(C(=O)NC1CCCCC1)c1cccnc1 (configuration not stated)
→ -1, -8, 2, -4, -0.3, 4, 2, -1, -10, -7
CC(=O)Nc1ccc(OCC(O)Cn2nc(C)nc2C)cc1 (configuration not stated)
→ 10, -1, 2, 4, 0.9, -3, -5, -3, -4, 4
CCCCC[C@@H]1C=C(C(=O)O)[C@H](c2ccc(OC)c(OC)c2)N1S(=O)(=O)c1ccc(C)cc1
→ 0, 1, 0, -6, 0.7, -3, -2, -4, 1, 2
CCCS(=O)(=O)N1CCC(C(=O)NCCCOCC)CC1
→ 4, -3, -1, -4, -0.7, 3, 2, 4, -4, -1
O=C1c2cc([N+](=O)[O-])ccc2-c2cc(Cl)c(NC(=O)C(F)(F)F)cc21
→ -1, -6, 8, -10, 0.1, 5, -2, 1, -4, 3
COC(=O)c1c(C)oc(C)c1S(=O)(=O)N1CCOCC1
→ 0, 2, 0, 0, -0.7, -3, 0, -4, 0, 3
O=C(c1ccc(Cl)cc1)N1CCCC(c2ccccc2)=N1
→ 13, -7, 5, 7, -0.1, -2, -1, -1, -4, 0
CCOC(=O)N1CC=C2C(C#N)=C(N)C(C#N)(C#N)[C@H](c3ccc(OCC)c(OCC)c3)[C@H]2C1
→ 2, 7, -3, -3, 1.7, -23, -15, -2, 4, -3
CC(=O)Nc1nnc(-c2ccccn2)o1
→ 0, -5, 0, 1, -5.4, -11, -11, -19, -3, 3
C[n+]1cccc2ccc3c(c21)OC(N)=C(C#N)C3c1ccccc1 (configuration not stated)
→ -8, 8, -9, -11, -0.6, -15, -10, -4, -10, -3
N#Cc1cccc(C(=O)Nc2cc(S(=O)(=O)N3CCOCC3)ccc2N2CCCC2)c1
→ 3, -1, 5, 7, 0.0, 3, 1, -7, 2, 3
c1ccc(N2CC3CCc4ccccc4C3=N2)cc1 (configuration not stated)
→ -3, -2, -2, 1, 3.6, i, i, -92, -6, -2
CCSc1nc2c(cnn2-c2ccccc2)c(=O)n1N
→ -1, -5, 7, -4, 0.7, 3, 1, -7, -3, 5
Cc1cc(Cl)ccc1N1C(=O)CC(SCCC(=O)O)C1=O (configuration not stated)
→ -1, -9, -11, 2, -0.7, 1, -1, -1, -9, -6
Cc1cc2oc(=O)cc(CN3CCN(c4ccccc4)CC3)c2cc1Cl
→ -2, 2, 9, -5, 0.9, 2, -2, 0, -5, 5

Ordered by number of heavy atoms (rising): part of the list above
Values run as follows: UHRF1 MBD2 ctr, ARFGAP1 inhibitor, Tn6 DDE FP, MBD2 DNA inh, proKLK7 act, PLCb3 inh, PLC-gamma1 inh, ADAM17 inh, ASAP1 GAP inh, Tn7 DDE FP
CC(=O)Nc1nnc(-c2ccccn2)o1
→ 0, -5, 0, 1, -5.4, -11, -11, -19, -3, 3
N#Cc1cccc(C(=O)Nc2cc(S(=O)(=O)N3CCOCC3)ccc2N2CCCC2)c1
→ 3, -1, 5, 7, 0.0, 3, 1, -7, 2, 3
CCCCN(C(=O)CNC(=O)c1cccs1)C(C(=O)NC1CCCCC1)c1cccnc1 (configuration not stated)
→ -1, -8, 2, -4, -0.3, 4, 2, -1, -10, -7

Other records follow:
Values run as follows: UHRF1 MBD2 ctr, ARFGAP1 inhibitor, Tn6 DDE FP, MBD2 DNA inh, proKLK7 act, PLCb3 inh, PLC-gamma1 inh, ADAM17 inh, ASAP1 GAP inh, Tn7 DDE FP
O=C(CS(=O)(=O)c1ccc(Br)cc1)N1CCOCC1
→ -1, -9, 3, -3, 0.3, -6, -2, -2, 2, 10
CCOC(=O)c1ccc(Oc2coc3cc(O)ccc3c2=O)cc1
→ 1, 6, -1, -5, 4.2, i, -474, -133, 3, -2
CC(=O)CSc1ccc(C(=O)O)cn1
→ 0, 9, 13, -2, -0.2, 4, 3, 2, 0, 0
CCOCCCn1c(SCc2ccccc2)nnc1-c1ccncc1
→ 0, 18, 3, 0, 0.1, -3, -2, -5, -4, 1
CC(=O)c1ccc(NC(=O)c2ccc(-n3cncn3)c([N+](=O)[O-])c2)cc1
→ 0, -11, -3, -2, -0.7, -5, 4, 0, 1, -1
CCN(CC)CC#CCOC(=O)C(O)(c1ccccc1)C1CCCCC1 (configuration not stated)
→ 2, -4, 7, 5, 1.4, 0, 2, 2, 8, 0
CC1CCCN(C(=O)COC(=O)c2ccc(=O)n(Cc3ccccc3)n2)C1 (configuration not stated)
→ 3, -3, 1, -1, -0.5, -5, 5, 2, 3, -7
CCC(Sc1nccn1C)C(=O)Nc1ccc(Cl)cn1 (configuration not stated)
→ 0, -1, 2, -2, 0.1, 2, -1, 1, 8, 4
COCCCNC(=O)c1ccc2sc(C3=C[C@@H](O)[C@@H](O)[C@@H](CO)O3)nc2c1
→ 2, 8, -3, 0, 0.2, -14, -11, -4, -8, 2
COc1ccc(C2CC(=O)C3=C(C2)NC(C)=C(C#N)C3c2ccc(N(C)C)cc2)cc1 (configuration not stated)
→ 1, -2, 2, 5, 0.1, -79, -67, -26, 1, 1
CCN(CC(=O)Nc1ccc2c(c1)OCCO2)C(=O)c1ccccc1Br
→ 3, -6, 5, -4, -0.1, -10, 5, 1, -9, -7
O=C(NCCN1CCOCC1)C1(C(F)(F)F)C/C(=C\Cc2ccccc2)CCCO1 (configuration not stated)
→ -1, 11, 3, 2, 0.7, 0, -1, -5, 13, 3
CC(C)CCN1CC(=O)N2Cc3[nH]c4ccccc4c3C[C@H]2C1=O
→ 2, 0, 3, -1, 3.2, -11, 1, -3, -4, 7
Clc1ccc(/C=C/c2ncc3ccccn23)cc1
→ -4, 2, -3, -3, -3.2, -498, -324, -86, 0, -10
CCOc1ccc(C(=O)NCC(C)CN(C)C)cc1OCC (configuration not stated)
→ 2, 4, -3, 4, 0.0, 5, 2, -1, 1, -2
Cn1c(=O)n(C)c2cc(NC(=O)c3ccccc3)ccc21
→ 0, 5, 0, 2, 0.4, 1, 1, -1, -2, -1
N#Cc1ccc(C(=O)Nc2ccc3ccccc3c2)cc1
→ 7, 2, -1, 8, 4.5, -78, -34, -14, 5, 4
C=CCn1c(O)c(C2=c3ccccc3=NC2=O)sc1=Nc1ccc(O)cc1
→ -1, 4, 1, -7, 0.7, -1, 3, 2, 0, 0
Cc1ccc(S(=O)(=O)Nc2ccc(O)c3ccccc23)c(C)c1
→ -5, 12, 1, -9, -2.4, -40, -19, -14, 23, 3
Cc1ccc(S(=O)(=O)N2CCN(C(=O)CSc3ccccn3)CC2)c(C)c1
→ -3, -4, 1, 3, 1.9, -45, -71, -5, -4, 1
COc1ccc(N2CCN(CC(=O)NC(=O)NCc3ccccc3)CC2)cc1
→ 16, 2, -3, 10, -0.2, -4, 1, -9, -6, -2
Cc1cc(=O)oc2cc(NC(=O)CCOc3ccccc3)ccc12
→ 2, 4, -2, 0, 1.1, -58, -43, -51, 5, -2
O=C1CN(C(=O)CSc2ccc(-c3ccc(F)cc3)nn2)c2ccccc2N1
→ -2, -11, 6, -2, 0.1, -6, -1, -1, -16, 5
NS(=O)(=O)c1ccc(NC(=O)c2ccc(F)cc2F)c(NC(=O)c2ccc(F)cc2F)c1
→ 3, 5, -14, -5, 0.3, 1, 2, 4, 18, -10
Cc1cc(=O)nc2c3ccccc3n(CC(=O)NCCCN3CCCCC3C)n12 (configuration not stated)
→ 0, 2, -8, 3, -0.2, -13, 0, -4, 2, -6
CCCCN(C)S(=O)(=O)c1ccc2[nH]c(=O)oc2c1
→ -3, /, -2, -8, 0.2, 2, 1, 2, /, -4
Cc1ccnc(NC(=O)c2cccs2)c1
→ 0, -1, 7, 4, -0.5, 3, 3, -3, 4, 6
Nc1c(C(=O)Nc2ccccc2)sc2nc(-c3cccnc3)ccc12
→ 2, 0, 1, -4, 0.5, -205, -137, -2, 2, 2
CCCCOC(=O)C1CCCC(C)N1 (configuration not stated)
→ -2, 12, 7, -1, 0.2, 1, -1, -5, -11, -3

Bioassay records: PubChem, The Scripps Research Institute Molecular Screening Center
